# Screens deposited in PubChem by several laboratories.
# sdo1 growth – growth rescue of sdo1-depleted yeast, primary screen, S. cerevisiae, bone marrow failure model | 140,000 compounds, 0.21% hits | AID 817, 2007 | S. cerevisiae sdo1-depleted JHY4D growth rescue, OD600 30 h; stronger effect = higher value; pdr5 snq2 efflux-pump mutant strain | z-score at 10 µM;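 active = z-score above 3 at both the 24 hr and the 30 hr optical density reads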;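 also: z-score against mean and SD of all compound wells on the same plate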
# Insulin prom inh – inhibitors of insulin promoter-driven GFP, primary screen, imaging, TRM-6 cells (human fetal islet line), eGFP reporter, cell count. inhibition, % at 2 µM. reporter expression induced with tamoxifen. 130,000 compounds, 0.9% hits. AID 1273, 2008;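 active = inhibition above the mean plus 3 SD, with well images judged a real hit on visual review, cut at about 60% in these data, passing the limit was not always enough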
# sdo1 growth Rescue 24 h – recorded beside sdo1 growth, whose call it bears; z-score; S. cerevisiae sdo1-depleted JHY4D growth rescue, OD600; measured here: growth rescue at 24 h;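 0 is the plate mean of compound wells and units are plate SD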
# * marks the source's active call; other numbers are inactive results; · = no result given. Some of the compounds tested; rates above refer to the full screens.
sdo1 growth,sdo1 growth Rescue 24 h,Insulin prom inh,SMILES
-1,-0.98,25,Cc1ccc(NC(=O)CSc2nnc(-c3cnccn3)n2Cc2ccco2)cc1
-0.08,-0.01,77*,COC(=O)C1=C(C)NC(=S)N(C(C)=O)C1c1ccccc1 (stereo not drawn)
-0.75,-0.31,28,N/C(=N\OC(=O)c1ccc2ccccc2c1)c1ccc(Br)cc1
·,·,9,COc1ccc(CCNC(=O)COC(=O)c2cc(OC)c(OC)cc2OC)cc1OC
-0.26,-0.86,81*,Cc1cnc(C(=O)OCC(=O)Nc2ccc(Cl)cc2Cl)cn1
·,·,-20,O=C(/C=C/c1ccco1)NCc1ccccn1
2.2,4,4,COc1ccc(OCC(=O)NNC(=O)c2ccc(-c3ccccc3)cc2)cc1
-1.8,-0.92,·,COc1ccc(-c2nc(Cn3c(SCc4ccccc4F)nc4ccncc43)c(C)o2)cc1
-0.4,-0.82,3,S=C1NCCOCCOCCOCCN1
0.8,0.63,-29,CC(=O)N1CCc2c(sc(NC(=O)CN3C(=O)CCC3=O)c2C(N)=O)C1
·,·,-2,Cc1cc2nc(CSc3ccc(Cl)cc3)cc(=O)n2[nH]1
-0.65,-0.76,·,Cc1cccc(C)c1NC(=O)COC(=O)c1cc(-c2cccnc2)nc2ccccc12
0.56,-0.08,·,Cc1ccc(S(=O)(=O)NN=C2C3CC4CC(C3)CC2C4)cc1[N+](=O)[O-]
0.06,0.25,3,Cc1cc(C)n(CC2CC(=O)N(c3ccc(Cl)c(Cl)c3)C2=O)n1 (stereo not drawn)
0.61,0.66,8,O=S(=O)(c1ccc(NC(=S)NCc2ccco2)cc1)N1CCCC1
1.3,0.24,7,CCc1nnc(NC(=O)CSc2nnc(-c3ccc(S(=O)(=O)N4CCCC4)cc3)n2CC)s1
-0.3,-0.2,·,COC(=O)Nc1ccc(S(=O)(=O)NCCO)cc1
1.6,0.03,43,CCOc1ccc(/C(O)=C2/C(=O)C(=O)N(c3ncccn3)C2c2ccccc2)cc1 (stereo not drawn)
-0.35,-0.79,-37,CCCN1C(=O)/C(=N\OCC(=O)NCC(F)(F)F)c2ccccc21
0.09,2.3,-7,CCOC(=O)c1ccc2c(c1)nc(SC/C(O)=C(\C#N)c1nc3ccccc3[nH]1)n2CC
0.22,-0.42,·,Cc1onc(-c2ccccc2)c1C(=O)Nc1cccnc1
-2.6,-1.8,55,Cc1cc2nc(-c3ccc(SCC(=O)Nc4ccc5c(c4)OCCO5)nc3)[nH]c2cc1C
0.73,-0.15,·,COc1ccc(N(C(=O)c2cccc(OC)c2OC)C2C=CS(=O)(=O)C2)cc1 (stereo not drawn)
0.65,0.28,·,COc1ccc(C2SCC(C(=O)O)N2C(C)=O)cc1 (stereo not drawn)
0.43,0.38,22,O=[N+]([O-])c1cc(C(F)(F)F)ccc1NN=C1CCCC1
0.79,0.37,0,CCCS(=O)(=O)NCc1cn2cccc(C)c2n1
-0.3,-0.45,-22,Cc1ccc(-c2cc(C(F)F)nc(N3CCC(C)CC3)n2)cc1
0.34,2.2,79*,C=C(C)CSc1nc2nc(C)c(Br)cc2[nH]1
0.78,1.2,33,O=C(CSc1nnc(COc2ccc3c(c2)CCCC3)o1)Nc1ccc(F)cc1
0.64,0.49,·,CCOC(=O)c1c(/N=C/c2ccccc2O)sc2c1CCC2

# The final 4 records of the part before open the next one.
sdo1 growth,sdo1 growth Rescue 24 h,Insulin prom inh,SMILES
-0.3,-0.45,-22,Cc1ccc(-c2cc(C(F)F)nc(N3CCC(C)CC3)n2)cc1
0.34,2.2,79*,C=C(C)CSc1nc2nc(C)c(Br)cc2[nH]1
0.78,1.2,33,O=C(CSc1nnc(COc2ccc3c(c2)CCCC3)o1)Nc1ccc(F)cc1
0.64,0.49,·,CCOC(=O)c1c(/N=C/c2ccccc2O)sc2c1CCC2
-0.08,-0.52,·,CCN(CC)S(=O)(=O)c1cccc(C(=O)Nc2ccccc2)c1
-2.9,-1.8,53,Cc1sc2ncnc(N3CCN(CCOc4ccc(Cl)cc4)CC3)c2c1C
0.35,-0.56,0,Cc1ccc(NC(=O)c2ccc(CSc3nnc(-c4ccncc4)n3C)cc2)c(C)c1
-0.44,-0.29,38,Cc1onc(-c2ccccc2Cl)c1C(=O)Oc1cc(N)n(S(=O)(=O)c2ccc(F)cc2)n1
·,·,20,O=C(CCN=C1NS(=O)(=O)c2ccccc21)N1CCc2ccccc2C1
·,·,-100,COc1ccccc1OCCNC(=O)Cc1ccc(Cl)c(Cl)c1
-0.76,-1.2,-8,CS(=O)(=O)N(Cc1ccc(Cl)cc1)c1ccc(C(=O)N2CCN(c3ccccc3)CC2)cc1
-1.2,-1.1,16,O=c1[nH]c(CCl)nc2cc(-c3ccc(Cl)cc3)sc12
-2.6,-0.91,·,CCOC(=O)c1cccc(Nc2nc(-c3cccnc3)nc3ccccc23)c1
1.5,1.9,-45,CCC(OC(=O)c1ccco1)C(=O)NCc1ccc(C)cc1 (stereo not drawn)
0.4,-0.66,-8,CCOC(=O)c1c(NC(=O)CSc2nnc(C)c(=O)[nH]2)sc2c1CCC2
-0.75,-0.6,24,COc1ccc(C(C)(C)C)cc1NC(=O)c1cncc(Br)c1
-0.79,-0.36,-163,COc1ccc(C(C(=O)NC2CCCCC2)N(C(=O)CCl)c2ccc(OC)cc2)cc1 (stereo not drawn)
0.2,-0.44,57,COc1cc(NC(=S)N2CCN(Cc3ccccc3)CC2)cc(OC)c1
-0.41,-0.22,·,O=C(CN1CCN(c2ccc(F)cc2)CC1)Nc1nnc(-c2ccccc2)s1
1.9,-1.1,-62,O=C(CN1CCC(n2nnc3cc(F)ccc32)CC1)Nc1ccccc1N1CCOCC1
·,·,13,CCCN1CNC(=S)N(c2ccccc2C)C1
-0.33,-0.19,·,S=C(c1ccc(-c2cc(Cl)ccc2Cl)o1)N1CCOCC1
·,·,-94,O=C(NNS(=O)(=O)c1cccc(Cl)c1)c1cc(-c2ccc(F)cc2)nc2ccccc12
-0.82,-0.97,30,COc1cccc(C(C(=O)NC2CCCCC2)N(C(=O)Cc2cccs2)c2ccc(-n3cnnn3)c(OC)c2)c1 (stereo not drawn)
0.22,-0.14,43,CN(C)c1nc(N)nc(-c2ccco2)n1
-0.03,-0.23,28,C=C(C)CSc1nnc([C@@H](NC(=O)OC(C)(C)C)C(C)CC)o1 (stereo partly drawn)
·,·,29,O=c1c2sccc2nc(SCc2cc(=O)n3ccccc3n2)n1Cc1ccccn1
·,·,-23,Cc1[nH]n(-c2ccccc2)c(=O)c1N=Nc1ccc2c(c1)OCO2
-1.7,-0.96,-6,COc1ccc(/C=C2\COc3ccccc3C2=O)cc1OC
-1.6,-1.4,-9,Cc1onc(-c2ccccc2Cl)c1C(=O)OCn1nnc2ccccc2c1=O
0.39,-0.76,·,COC(=O)c1c(C)oc2ccc(OC(=O)N3CCOCC3)cc12
0.74,0.82,32,Cc1c(NC(=O)C(C)N2C(=O)c3ccccc3C2=O)c(=O)n(-c2ccccc2)n1C (stereo not drawn)
·,·,-65,N#CCCn1cc(C(=O)Nc2ccc(C(=O)O)cc2)c(-c2cccs2)n1
·,·,-67,CC1CN(C(=O)N2CCOCC2)CCN1C(=O)N1CCOCC1 (stereo not drawn)

# Record cards, from the list above. Screens in order: sdo1 growth	sdo1 growth Rescue 24 h	Insulin prom inh
# O=[N+]([O-])c1cc(C(F)(F)F)ccc1NN=C1CCCC1 reads 0.43	0.38	22
# O=c1c2sccc2nc(SCc2cc(=O)n3ccccc3n2)n1Cc1ccccn1 reads ·	·	29
# COc1ccc(C(C(=O)NC2CCCCC2)N(C(=O)CCl)c2ccc(OC)cc2)cc1 (stereo not drawn) reads -0.79	-0.36	-163

# Returning to the listing, starting six compounds before the break.
sdo1 growth,sdo1 growth Rescue 24 h,Insulin prom inh,SMILES
-1.7,-0.96,-6,COc1ccc(/C=C2\COc3ccccc3C2=O)cc1OC
-1.6,-1.4,-9,Cc1onc(-c2ccccc2Cl)c1C(=O)OCn1nnc2ccccc2c1=O
0.39,-0.76,·,COC(=O)c1c(C)oc2ccc(OC(=O)N3CCOCC3)cc12
0.74,0.82,32,Cc1c(NC(=O)C(C)N2C(=O)c3ccccc3C2=O)c(=O)n(-c2ccccc2)n1C (stereo not drawn)
·,·,-65,N#CCCn1cc(C(=O)Nc2ccc(C(=O)O)cc2)c(-c2cccs2)n1
·,·,-67,CC1CN(C(=O)N2CCOCC2)CCN1C(=O)N1CCOCC1 (stereo not drawn)
-0.33,-0.79,15,CCOc1ccccc1OCCOCCN1CC(C)OC(C)C1 (stereo not drawn)
0.66,0.55,-16,CCN1C(=O)c2ccc(C(=O)O)cc2C1=O
-0.1,0.08,·,CC(C)CCOCC1CC2(CC(C)(c3csc(N)n3)OC2=O)C(=O)O1 (stereo not drawn)
-0.3,0.38,-6,O=C(O)c1c[nH]c(=S)n1-c1ccc(F)cc1
1.2,-0.34,6,O=C(N1CCOCC1)N(Cc1ccco1)CC1CCCO1 (stereo not drawn)
-1.5,-1.3,33,NC(=O)c1ccccc1N=Cc1ccc2ccccc2c1
0.85,0.75,-12,COc1ccc(-c2nn3cnnc3s2)cc1OC
-0.03,0.04,-62,C=CCOC(=O)C1=C(C)NC(SCC(=O)N(CC)CC)=C(C#N)C1c1ccco1 (stereo not drawn)
·,·,-7,Cc1cc(C)nc(N/N=C/c2ccc3c(c2)OCCO3)n1
2.1,3,64,COC(=O)c1ccc(CSc2nc3c(cnn3-c3ccc(F)cc3)c(=O)[nH]2)o1
0.7,0.37,·,COc1cc(/C=N/NC(N)=O)ccc1OCC(=O)Nc1ccc(C)c(C)c1
0.46,0.14,·,O=C(COC(=O)c1ccc(Cl)nc1)NCc1ccc2c(c1)OCO2
0.18,-0.54,25,Cc1ccsc1C(=O)NNC(=S)NCC(C)C
1.1,1.5,16,CCC(Sc1ncccc1C(=O)Oc1cccc([N+](=O)[O-])c1)C(=O)Nc1ccccc1OC (stereo not drawn)
0.14,0.11,10,CSCCOC(=O)COc1ccc(/C=N/NC(=O)c2nn(C)cc2Cl)cc1
-0.31,-0.81,-453,O=C(NCCC1=CCCCC1)c1cnccn1
0.2,0.19,·,NNc1nc(N)c2c(n1)-c1ccccc1CC21CCCC1
0.82,-0.19,21,COc1ccc(CN2CC(C(=O)NCCCN3CCN(Cc4ccccc4)CC3)CC2=O)cc1 (stereo not drawn)
1.5,2.4,·,CC(=O)Nc1sc(C)c(C)c1C(=O)OCC(=O)N(C)C1CCS(=O)(=O)C1 (stereo not drawn)
-0.18,-0.72,-7,COc1cccc(N2CC34C=CC(O3)C(C(=O)O)C4C2=O)c1 (stereo not drawn)
-0.18,-0.09,7,COc1ccc(NC(C)C(=O)Nc2cc(C(F)(F)F)ccc2N2CCOCC2)c(OC)c1 (stereo not drawn)
-0.74,0.04,39,C/C(=N\NC(=O)C(=O)Nc1ccc(C)c(Cl)c1)c1ccncc1
1.6,2.5,38,CC(=O)/C(=N\Nc1cccc(Cl)c1)Sc1cccc2cccnc12
-0.14,0.48,-10,CCOC(=O)c1c(NC(=O)c2cccs2)sc(C(=O)N(C)C)c1C
·,·,-27,Cc1ccc(C(=O)NCC(=O)OCC(=O)NC2CCCC(C)C2C)s1 (stereo not drawn)
-0.31,-0.13,40,CCOC(=O)N1CCC(Nc2nc(OC)nc(OC)n2)CC1
0.22,-0.12,-61,O=C(Nc1cc(C(F)(F)F)ccc1N1CCOCC1)c1cccnc1Cl
-0.98,-1,-7,O=C(NCC1CC1)c1ccc(Nc2nc3ccc(Br)cc3[nH]2)cc1
1.1,0.89,·,COc1ccccc1/C=N/NC(=O)c1nnn(-c2nonc2N)c1CSC1=NCCS1
-0.46,-1,-7,O=C(CNC(=O)c1ccccc1Cl)N/N=C/C=C/c1ccccc1
-0.51,-0.4,-23,COc1ccc2c(c1)CC/C(=C\c1ccc(OC)c(Cn3nc(C)cc3C)c1)C2=O
-0.41,-0.47,-55,O=C(CN1CCN(c2ccc(F)cc2)CC1)Nc1ccc(F)c(F)c1
0.39,1.9,-8,CC1CCc2sc(C(=O)N=Nc3c(O)[nH]c4ccccc34)cc2C1 (stereo not drawn)
-0.88,-0.41,·,Cc1ccc(S(=O)(=O)N2CCC(C(=O)OCC(=O)N3CCc4ccccc43)CC2)cc1
·,·,0,O=[N+]([O-])c1ccc(N/N=C2\CC3CC=CC23)cc1 (stereo not drawn)
0.39,0.4,14,COc1ccc(OCC(=O)NN2Cc3ccccc3C2=N)cc1
0.77,-0.06,·,CN(C)c1ccc(NC(=O)c2sc(SCC(=O)Nc3nccs3)nc2N)cc1
·,·,3,O=C(N/N=C1\CCSC1)c1cc(Cl)ccc1O
·,·,6,CN(CC(=O)N1CCN(c2ccccc2)CC1)S(=O)(=O)c1cccs1
1.1,0.93,·,CCN1CCN(CCCCOc2ccccc2F)CC1
0.03,-0.53,-31,Cc1ncc(CSc2nc3ccccc3[nH]2)c(N)n1
0.92,0.54,-14,CC(NC(=O)Nc1ccc2c(c1)OCO2)C1CCCO1 (stereo not drawn)
1.1,1.3,-50,CCOC(=O)Cn1nc(C)n(-c2ccc(C)cc2)c1=O
-0.12,-0.91,·,CC(=O)N1CCC(=NNC(=O)CSc2cc(C)c(Br)cc2C)CC1
·,·,-41,CCOC(=O)C1=C(C)Nc2ccccc2N=C1NC(=O)/C=C/c1ccc(OC)cc1OC
0.59,0.39,27,O=C(O)c1c[nH]c2cc(C(F)(F)F)ccc2c1=O
